Source: PubChem
GSK3A inh = inhibitors of human GSK-3 alpha kinase; P49840; 320,000 compounds, 0.1% hits; inhibition, % at 10 µM; AID 2650; ADP-Glo luminescence, 60 min;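 in the data active = inhibition above about 50%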;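 also: GST-tagged GSK-3 alpha with peptide substrate and 25 µM ATP; 0% = DMSO neutral wells and 100% = GW8510 positive control wells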
Target sequence (P49840 whole entry, looked up): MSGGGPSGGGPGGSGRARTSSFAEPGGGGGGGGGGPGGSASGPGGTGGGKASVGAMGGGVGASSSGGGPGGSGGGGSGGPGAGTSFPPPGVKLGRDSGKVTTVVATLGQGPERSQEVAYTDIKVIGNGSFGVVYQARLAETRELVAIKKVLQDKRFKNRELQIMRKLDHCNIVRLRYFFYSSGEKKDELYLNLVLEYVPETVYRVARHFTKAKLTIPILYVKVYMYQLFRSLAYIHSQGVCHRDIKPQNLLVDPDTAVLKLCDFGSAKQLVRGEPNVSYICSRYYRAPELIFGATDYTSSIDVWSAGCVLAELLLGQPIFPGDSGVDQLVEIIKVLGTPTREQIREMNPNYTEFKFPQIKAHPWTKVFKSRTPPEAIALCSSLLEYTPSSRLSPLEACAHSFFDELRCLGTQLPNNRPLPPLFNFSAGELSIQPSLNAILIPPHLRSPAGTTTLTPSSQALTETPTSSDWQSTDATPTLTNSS
KCNK3 block = human KCNK3 channel inhibition, primary screen | O14649 | CHO-KCNK3 thallium flux, FluxOR fluorescence; hits give low values | B-score at 10 µM | 340,000 compounds, 0.84% hits | AID 602410;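 active = B-score under library mean minus 4 SD, starting fluorescence ratio at most library mean plus 5 SD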;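 also: more negative B-score means stronger inhibition of thallium flux through KCNK3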
Target sequence (O14649 whole entry, looked up): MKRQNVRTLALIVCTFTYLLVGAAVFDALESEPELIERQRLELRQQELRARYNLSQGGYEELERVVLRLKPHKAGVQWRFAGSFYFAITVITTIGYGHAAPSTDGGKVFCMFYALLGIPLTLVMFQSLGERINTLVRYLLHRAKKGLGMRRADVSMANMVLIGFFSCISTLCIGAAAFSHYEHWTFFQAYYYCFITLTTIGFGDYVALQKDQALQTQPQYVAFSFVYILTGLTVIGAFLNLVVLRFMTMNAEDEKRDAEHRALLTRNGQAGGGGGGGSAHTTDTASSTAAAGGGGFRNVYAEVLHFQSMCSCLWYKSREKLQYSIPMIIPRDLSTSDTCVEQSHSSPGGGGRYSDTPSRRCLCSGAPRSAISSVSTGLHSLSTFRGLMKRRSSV
Active calls of the source: *. Not all compounds are listed (hit frequency here may not be typical).

Screening Cc1cccc(NC(=O)[C@@H]2CCCN2S(=O)(=O)c2ccc(Cl)cc2)c1 returned GSK3A inh -2 and KCNK3 block inactive.
`O=C(NCCc1ccc(C(F)(F)F)cc1)C1CC(=O)N(Cc2ccccc2)C1` (stereo not given) gave GSK3A inh -1 and KCNK3 block inactive.
For COc1ccccc1N(CC(=O)Nc1ccccc1C(F)(F)F)S(=O)(=O)c1cccs1 the results were GSK3A inh 3 and KCNK3 block inactive.
Screening COc1ccc(S(=O)(=O)N2CCN(C(=O)[C@H](Cc3ccccc3)NC(=O)c3ccco3)CC2)cc1 returned GSK3A inh 0 and KCNK3 block inactive.
`O=C(Nc1nc(-c2ccc(F)c(F)c2)cs1)C1=COCCO1` gave GSK3A inh 0 and KCNK3 block inactive.
NS(=O)(=O)c1ccc(CCNC(=O)CSCC(=O)Nc2ccc(Cl)cc2)cc1 was read as GSK3A inh -2 and KCNK3 block inactive.
For COCCN(C(=O)c1ccc(NC2CC2)c([N+](=O)[O-])c1)c1c(N)n(CC(C)C)c(=O)[nH]c1=O the results were GSK3A inh 1 and KCNK3 block inactive.
For Cc1ccc(Cl)cc1NC(=O)CN1C(=O)NC(C)(C2CC2)C1=O (stereo not given) the results were GSK3A inh -5 and KCNK3 block inactive.
Screening O=C(CSc1nnc(C2CC2)n1-c1ccccc1)N1CCCC1 returned GSK3A inh 0 and KCNK3 block inactive.
For O=C(CN1C(=O)C(=O)N(C2CCCC2)C1=O)Nc1ccccc1OC(F)F the results were GSK3A inh -3 and KCNK3 block inactive.
`COc1ccc(CCNC(=O)c2ccc(Cl)c(S(=O)(=O)N3CCCCCC3)c2)cc1` gave GSK3A inh -5 and KCNK3 block inactive.
O=C(Nc1ccc(S(=O)(=O)N2CCCC2)cc1)C1CC(=O)N(CCc2ccc(F)cc2)C1 (stereo not given) was read as GSK3A inh 7 and KCNK3 block inactive.
COc1ccc(C2(c3ccc(OC)cc3)NC(=O)N(CC(=O)Nc3cc(C)on3)C2=O)cc1 was read as GSK3A inh -1 and KCNK3 block inactive.
`CN(CC(=O)Nc1ccccc1Br)C(=O)c1sccc1-c1ccccc1` gave GSK3A inh 1 and KCNK3 block inactive.
`COc1ccc(CCC(=O)Nc2ccc(S(=O)(=O)N3CCCC3)cc2)cc1OC` gave GSK3A inh 0 and KCNK3 block inactive.
C[C@H](CO)N1C[C@H](C)[C@@H](CN(C)S(=O)(=O)c2cccs2)Oc2ccc(NC(=O)Nc3ccccc3)cc2C1=O was read as GSK3A inh -1 and KCNK3 block inactive.
For CCN(CC)C(=O)[C@H]1CC(CC(=O)NC(C)(C)C)C(=O)N2CCc3c([nH]c4ccccc34)[C@]12C (stereo not given in full) the results were GSK3A inh 0 and KCNK3 block inactive.
`CC1CCN(C(=O)c2[nH]cnc2C(=O)NCc2ccccc2)CC1` gave GSK3A inh -3 and KCNK3 block inactive.
For Cc1cc(C)cc(OCC(=O)OCC(=O)NC2CC2)c1 the results were GSK3A inh -2 and KCNK3 block inactive.
Screening O=C(CC1SC(N2CCOCC2)=NC1=O)Nc1cccc(C(F)(F)F)c1 (stereo not given) returned GSK3A inh 0 and KCNK3 block inactive.
Screening Cc1ccc(S(=O)(=O)N2CCCCC2)cc1NC(=O)c1c(-c2ccccc2)noc1C returned GSK3A inh 4 and KCNK3 block inactive.
For O=C(CN1C(=O)NC2(CCCCC2)C1=O)N1CCN(c2ncccn2)CC1 the results were GSK3A inh 0 and KCNK3 block inactive.
For N#Cc1cccc(S(=O)(=O)NCC(=O)NCc2ccc3c(c2)OCO3)c1 the results were GSK3A inh -2 and KCNK3 block inactive.
O=C(/C=C/c1ccc([N+](=O)[O-])cc1)OCC(=O)N1CCCC1 was read as GSK3A inh -4 and KCNK3 block inactive.
Cc1ccc(S(=O)(=O)N2CCN(C(=O)Cn3c(=O)cnc4ccccc43)CC2)c(C)c1 was read as GSK3A inh 1 and KCNK3 block inactive.
`COc1ccc(Br)c(C(=O)Nc2cccc(S(=O)(=O)N3CCOCC3)c2)c1` gave GSK3A inh -7 and KCNK3 block inactive.
Nn1c(SCC(=O)NC2CCCCC2)nnc1-c1ccco1 was read as GSK3A inh 3 and KCNK3 block inactive.
Screening CC1CCCCC12NC(=O)N(CC(=O)Nc1sccc1C(N)=O)C2=O (stereo not given) returned GSK3A inh 9 and KCNK3 block inactive.
COc1cc(C)ccc1OCC(=O)NCC1CCCO1 (stereo not given) was read as GSK3A inh -1 and KCNK3 block inactive.
`CN(CC(=O)Nc1ccccc1Br)C(=O)Cn1[nH]c(=O)c2ccccc2c1=O` gave GSK3A inh 4 and KCNK3 block inactive.
CCOc1cc(N2CCOCC2)c(OCC)cc1NC(=O)c1cc(S(=O)(=O)N2CCOCC2)ccc1F was read as GSK3A inh 0 and KCNK3 block inactive.
`CC(C)n1nc(C(=O)Nc2ccc3c(c2)OCO3)c2ccccc2c1=O` gave GSK3A inh -5 and KCNK3 block inactive.
`COc1cccc(/C=C/C(=O)OCC(=O)NC2CC2)c1` gave GSK3A inh 0 and KCNK3 block inactive.
For O=Cc1ccc(C(=O)O)cc1 the results were GSK3A inh -4 and KCNK3 block inactive.
Screening CS(=O)(=O)c1ccc(Cl)c(NC(=O)CNC(=O)c2ccc3c(c2)OCO3)c1 returned GSK3A inh -2 and KCNK3 block inactive.
Screening CC12CCC(=O)N1C(C(=O)OCC(=O)Nc1ccc(C(F)(F)F)cc1)CS2 (stereo not given) returned GSK3A inh -2 and KCNK3 block inactive.
For Nc1cccc(-c2cn(-c3cc4cc(C#CC5(O)CCCCC5)ccc4oc3=O)nn2)c1 the results were GSK3A inh -4 and KCNK3 block inactive.
For COc1ccc(/C=C/C(=O)NNC(=O)C(C)Oc2ccccc2F)cc1OC (stereo not given) the results were GSK3A inh -3 and KCNK3 block inactive.
Brc1ccc(-c2ccccc2)cc1 was read as GSK3A inh -4 and KCNK3 block inactive.
Screening COCCN(C(=O)COC(=O)/C=C/c1cccc(C(F)(F)F)c1)c1c(N)n(CC(C)C)c(=O)[nH]c1=O returned GSK3A inh 2 and KCNK3 block inactive.
`c1ccc2c(c1)Oc1ccccc1S2` gave GSK3A inh -3 and KCNK3 block inactive.
O=C(/C=C/c1cccc([N+](=O)[O-])c1)OCC(=O)N1CCN(C(=O)c2ccco2)CC1 was read as GSK3A inh -5 and KCNK3 block inactive.
Screening CCc1ccc(C(=O)CN2C(=O)NC3(CCOc4ccccc43)C2=O)s1 (stereo not given) returned GSK3A inh 2 and KCNK3 block inactive.
Screening O=C1CN(C(=O)COc2ccc([N+](=O)[O-])cc2Cl)c2ccccc2N1 returned GSK3A inh 5 and KCNK3 block inactive.
`CCOc1ncccc1C(=O)OCC(=O)c1c[nH]c2ccccc12` gave GSK3A inh 3 and KCNK3 block inactive.
`CCCC1(CCC)NC(=O)N(CC(=O)Nc2ccc(Cl)c(S(=O)(=O)N3CCOCC3)c2)C1=O` gave GSK3A inh 1 and KCNK3 block inactive.
Screening COc1ccc(Cl)cc1NC(=O)COC(=O)c1cc(C)oc1C returned GSK3A inh -4 and KCNK3 block inactive.
`CN(C)S(=O)(=O)c1ccc(C(=O)OCC(=O)c2csc(N3CCCCC3)n2)cc1` gave GSK3A inh 3 and KCNK3 block inactive.
For CSc1ccc(Cl)c(C(=O)N2CCN(c3ncccn3)CC2)c1 the results were GSK3A inh -2 and KCNK3 block inactive.
Screening CC(C#N)Sc1ccc(S(=O)(=O)N(C)C2CCCCC2)cn1 (stereo not given) returned GSK3A inh 1 and KCNK3 block inactive.
Screening Cc1cc(C(=O)NNC(=O)c2cccc([N+](=O)[O-])c2)n[nH]1 returned GSK3A inh 3 and KCNK3 block inactive.
Screening COc1cc(/C=C/C(=O)OCC(=O)NCC2CCCCC2)ccc1O returned GSK3A inh 0 and KCNK3 block inactive.
O=C(COC(=O)c1cccc(Cl)c1)NC1CCCCCCC1 was read as GSK3A inh -8 and KCNK3 block inactive.
CC1CCN(C(=O)c2[nH]cnc2C(=O)NCc2ccc(CNC(=O)OC(C)(C)C)cc2)CC1 was read as GSK3A inh 0 and KCNK3 block inactive.
Screening CC1(C)CC(=O)N(CC(=O)N2CCN(c3ncccn3)CC2)c2ccccc2S1(=O)=O returned GSK3A inh -2 and KCNK3 block inactive.
For CSc1ccc(C=O)cc1 the results were GSK3A inh -1 and KCNK3 block inactive.
N#Cc1ccc(CN2CCN(CC(=O)Nc3ccccc3C(=O)NC3CC3)CC2)cc1 was read as GSK3A inh 0 and KCNK3 block inactive.
For CCOc1cc(N2CCOCC2)c(OCC)cc1NC(=O)CN1C(=O)N(C)C2(CCCCC2)C1=O the results were GSK3A inh -4 and KCNK3 block inactive.
For COc1cccc(CNC(=O)COC(=O)c2ccc(Cl)s2)c1 the results were GSK3A inh -2 and KCNK3 block inactive.
`CCCCn1c(CCl)nc2cc(S(=O)(=O)N3CCOCC3)ccc21` gave GSK3A inh 0 and KCNK3 block inactive.

Quoted at random: five entries already listed
Screening Cc1cc(C(=O)NNC(=O)c2cccc([N+](=O)[O-])c2)n[nH]1 returned GSK3A inh 3 and KCNK3 block inactive.
Screening CC1(C)CC(=O)N(CC(=O)N2CCN(c3ncccn3)CC2)c2ccccc2S1(=O)=O returned GSK3A inh -2 and KCNK3 block inactive.
`CCCCn1c(CCl)nc2cc(S(=O)(=O)N3CCOCC3)ccc21` gave GSK3A inh 0 and KCNK3 block inactive.
For CSc1ccc(Cl)c(C(=O)N2CCN(c3ncccn3)CC2)c1 the results were GSK3A inh -2 and KCNK3 block inactive.
`CN(C)S(=O)(=O)c1ccc(C(=O)OCC(=O)c2csc(N3CCCCC3)n2)cc1` gave GSK3A inh 3 and KCNK3 block inactive.

A draw from above in order of formula weight, ascending.
Screening COc1cc(/C=C/C(=O)OCC(=O)NCC2CCCCC2)ccc1O returned GSK3A inh 0 and KCNK3 block inactive.
`CN(C)S(=O)(=O)c1ccc(C(=O)OCC(=O)c2csc(N3CCCCC3)n2)cc1` gave GSK3A inh 3 and KCNK3 block inactive.
Screening CC1(C)CC(=O)N(CC(=O)N2CCN(c3ncccn3)CC2)c2ccccc2S1(=O)=O returned GSK3A inh -2 and KCNK3 block inactive.

(more compounds)
O=C(COC(=O)c1ccc(Cl)cc1Cl)Nc1cccc(S(=O)(=O)NC2=NCCC2)c1 was read as GSK3A inh 2 and KCNK3 block inactive.
O=C(CSc1nc2ccccc2c(=O)n1CCCO)NC1CC1 was read as GSK3A inh -1 and KCNK3 block inactive.
O=C(Nc1ccc(S(=O)(=O)Nc2ncccn2)cc1)C12CC3CC(CC(Cl)(C3)C1)C2 was read as GSK3A inh 0 and KCNK3 block inactive.
For O=C(c1cn(Cc2ccccc2)nc1-c1ccccc1)N1CCN(c2ccccn2)CC1 the results were GSK3A inh -3 and KCNK3 block inactive.
Cn1cnnc1SCC(=O)NCCC1=CCCCC1 was read as GSK3A inh -1 and KCNK3 block inactive.
CCOc1cc(N2CCOCC2)c(OCC)cc1NC(=O)C(C)Oc1ccccc1 (stereo not given) was read as GSK3A inh 2 and KCNK3 block inactive.
For O=C(COC(=O)/C=C/c1ccc(OC(F)F)cc1)NC1CCCC1 the results were GSK3A inh -5 and KCNK3 block inactive.
Screening Cc1[nH]c2ccccc2c1C(=O)CN1C(=O)NC2(CCCCCC2)C1=O returned GSK3A inh 0 and KCNK3 block inactive.
Screening COc1ccccc1CN(C)C(=O)c1ccc(S(=O)(=O)NCc2ccco2)cc1 returned GSK3A inh -2 and KCNK3 block inactive.
Screening N#Cc1ccc(C(=O)OCC(=O)Nc2cccc(S(=O)(=O)N3CCCCC3)c2)cc1 returned GSK3A inh 6 and KCNK3 block inactive.
Screening CCN(C(=O)c1cc(S(=O)(=O)N2CCCC2)ccc1C)C1CCS(=O)(=O)C1 (stereo not given) returned GSK3A inh 3 and KCNK3 block inactive.
CN(CC(=O)Nc1cccc(F)c1)CC(=O)Nc1cccc2ccccc12 was read as GSK3A inh -4 and KCNK3 block -11*.
For N#Cc1ccsc1NC(=O)COC(=O)C1=NNC(=O)CC1 the results were GSK3A inh 1 and KCNK3 block inactive.
`CCN(C(=O)COC(=O)/C=C/c1ccco1)C1CCCCC1` gave GSK3A inh -2 and KCNK3 block inactive.
Screening CC[C@]12c3[nH]c4ccccc4c3CCN1C(=O)C(CC(=O)NC/C=C(\C)CCC=C(C)C)C[C@@H]2C(=O)N1CCN(C(=O)c2ccco2)CC1 (stereo not given in full) returned GSK3A inh 0 and KCNK3 block inactive.

A portion from the list above, for reference:
CN(CC(=O)Nc1cccc(F)c1)CC(=O)Nc1cccc2ccccc12 was read as GSK3A inh -4 and KCNK3 block -11*.
For N#Cc1ccsc1NC(=O)COC(=O)C1=NNC(=O)CC1 the results were GSK3A inh 1 and KCNK3 block inactive.
`CCN(C(=O)COC(=O)/C=C/c1ccco1)C1CCCCC1` gave GSK3A inh -2 and KCNK3 block inactive.
Screening CC[C@]12c3[nH]c4ccccc4c3CCN1C(=O)C(CC(=O)NC/C=C(\C)CCC=C(C)C)C[C@@H]2C(=O)N1CCN(C(=O)c2ccco2)CC1 (stereo not given in full) returned GSK3A inh 0 and KCNK3 block inactive.

(further entries)
Screening Cn1cnnc1SCC(=O)NNC(=O)c1ccc([N+](=O)[O-])cc1 returned GSK3A inh -2 and KCNK3 block inactive.
Screening Cc1csc2nc(COC(=O)c3cccc(N(C)C)c3)cc(=O)n12 returned GSK3A inh -2 and KCNK3 block inactive.
`Cc1nc(Cc2nnc(SC(C)C(=O)N3c4ccccc4NC(=O)C3(C)C)o2)cs1` (stereo not given) gave GSK3A inh -4 and KCNK3 block inactive.
COc1ccc(C(CNC(=O)c2ccc(OCc3ccccc3)cc2)N2CCOCC2)cc1 (stereo not given) was read as GSK3A inh -2 and KCNK3 block inactive.
Screening COc1ccc(NC(=O)CN2C(=O)NC(CC(C)C)C2=O)cc1S(=O)(=O)N1CCOCC1 (stereo not given) returned GSK3A inh 5 and KCNK3 block inactive.
For COc1ccccc1NS(=O)(=O)c1ccc(C(=O)NCc2ccncc2)cc1 the results were GSK3A inh -1 and KCNK3 block inactive.
CC(=O)c1cccc(OCC(=O)N(Cc2ccco2)c2c(N)n(Cc3ccccc3)c(=O)[nH]c2=O)c1 was read as GSK3A inh 4 and KCNK3 block inactive.
